# RAM inhibit = blocks the yeast RAM network; actives 1.8% (n = 190,000); S. cerevisiae dse1pr::URA3 reporter, 5-FOA growth OD615, 2 d; analog-sensitive cbk1-as2 kinase mutant strain; AID 868; inhibition, % at 50 µM;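 active = inhibition above a set limit, 3 SD over mean compound inhibition, cut at about 8.4% in these data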;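 note: 0% = DMSO-only wells with no growth and 100% = 10 µM 1-NA-PP1 full growth; inhibition rescues growth on 5-FOA so higher OD means more RAM inhibition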
# DTT redox prof = compounds producing H2O2 with reducing agent – biochemical, NIH compound library profiling, artefact control for MLSCN library redox annotation, primary screen; actives 0.03% (n = 200,000); DTT-dependent redox cycling H2O2, phenol red/HRP absorbance; 100% = 100 µM peroxide control, 0% = buffer; activation, % at 10 µM;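 active = activation of at least 50% relative to the plate's high and low controls in the primary single-dose screen; inactive = activation below 50%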;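 note: compound incubated with DTT at 0.8 mM final as the reducing agent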
# TNAP inh hi DEA = blocks human TNAP under high phosphate acceptor concentration | actives 0.03% (n = 200,000) | P05186 | inhibition, % at 20 µM | purified TNAP, CDP-star luminescence, 1 M DEA;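 active = over 50% inhibition of tissue-nonspecific alkaline phosphatase at 20 µM in the single-dose screen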;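 note: plate controls were DMSO wells for no effect and EDTA-quenched wells as full inhibition for full effect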
# HMGR II inh = blocks class II HMG-CoA reductase of Enterococcus faecalis; purified E. faecalis HMGR, NADPH absorbance 340 nm kinetic; inhibition, % at 10 µM; actives 0.41% (n = 190,000); AID 1066;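 active = inhibition above a set limit, the median over all tested compounds plus 3 SD, cut at about 9.5% in these data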;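 note: enzyme runs in reverse so mevalonate oxidation gives rising NADPH absorbance; 0% = complete reaction with DMSO and 100% = background rate lacking mevalonate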
# L major viab = Leishmania major promastigote growth inhibition | Leishmania major promastigotes, resazurin fluorescence viability | inhibition, % at 10 µM | actives 9% (n = 200,000); in the data active = inhibition above about 50%;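 note: promastigotes grown with compound for 44 hours at 28 °C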
# PMI activator = activators of human phosphomannose isomerase. P34949. purified human PMI, coupled resazurin fluorescence, 20 min; stronger effect = higher value; 1 = vehicle control, 0 substrate-free wells. activation factor at 20 µM. actives 0.005% (n = 190,000). AID 1214;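 active = activation factor of 2 or more at 20 µM, relative to plate controls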
# Target sequence (P34949 whole entry, looked up): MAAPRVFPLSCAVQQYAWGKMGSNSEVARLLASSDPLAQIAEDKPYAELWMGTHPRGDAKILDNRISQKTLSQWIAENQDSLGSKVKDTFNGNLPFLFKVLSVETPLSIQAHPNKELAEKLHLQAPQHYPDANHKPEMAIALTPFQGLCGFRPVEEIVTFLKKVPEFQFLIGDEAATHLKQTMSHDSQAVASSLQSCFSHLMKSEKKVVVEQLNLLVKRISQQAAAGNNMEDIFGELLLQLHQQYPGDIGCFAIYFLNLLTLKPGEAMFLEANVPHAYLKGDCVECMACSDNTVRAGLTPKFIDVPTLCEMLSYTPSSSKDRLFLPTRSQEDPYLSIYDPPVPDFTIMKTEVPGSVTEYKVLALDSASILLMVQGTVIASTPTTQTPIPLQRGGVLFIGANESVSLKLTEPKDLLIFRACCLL
# PMI act satM6P = activators of human phosphomannose isomerase at near-saturating mannose 6-phosphate. coupled PMI enzyme assay, resazurin fluorescence, 20 min; stronger effect = higher value; 1 = untreated enzyme, 0 = substrate-free blank. actives 0.34% (n = 190,000). activation factor at 20 µM. P34949;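 active = activation factor of 2 or more at 20 µM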
#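 Test system – human PMI in coupled enzyme assay · Timing – 20 min incubation at room temperature · Detection – Diaphorase-driven resazurin-to-resorufin fluorescence, excitation 544, emission 590 nm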
# Hsp70 act = transcriptional activators of Hsp70 | HeLa Hsp70 promoter luciferase reporter, luminescence; scaled: vehicle 0, proteasome-inhibitor control 100% | activation, % at 10 µM | actives 0.04% (n = 200,000) | AID 1203;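 active = activation above the mean across all tested compounds plus 3 SD, cutoff set per campaign, cut at about 5.5% in these data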;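 note: 100% = MG132 at 30 µM as the positive control and 0% = DMSO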
# S1P3 antagonist = blocks the human S1P3 receptor | Q99500 | CHO S1P3 NFAT-BLA reporter, FRET fluorescence, antagonist mode | inhibition, % at 4.98 µM | actives 0.27% (n = 170,000);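 active = inhibition above the plate cutoff, the mean inhibition of test wells on that plate plus 3 SD, cut at about 28% in these data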;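 note: cells challenged with S1P at its EC80 of 0.8 µM; blue over green emission ratio from cleaved BLA substrate after 4 h stimulation; 0% = S1P-stimulated wells and 100% = unstimulated DMSO-only wells; some compounds past the cut are filed as inactive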
# Target sequence (Q99500 whole entry, looked up): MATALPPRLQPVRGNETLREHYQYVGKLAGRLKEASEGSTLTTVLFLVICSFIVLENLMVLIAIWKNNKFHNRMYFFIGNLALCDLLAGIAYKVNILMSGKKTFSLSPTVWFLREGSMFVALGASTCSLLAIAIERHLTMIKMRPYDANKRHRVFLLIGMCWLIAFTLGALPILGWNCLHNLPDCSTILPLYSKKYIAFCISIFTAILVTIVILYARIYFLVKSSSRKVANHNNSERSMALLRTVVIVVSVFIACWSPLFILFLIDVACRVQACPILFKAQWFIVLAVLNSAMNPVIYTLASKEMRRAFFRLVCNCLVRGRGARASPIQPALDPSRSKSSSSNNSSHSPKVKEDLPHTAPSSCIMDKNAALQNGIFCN
# TNAP inh no acc = inhibitors of human TNAP without phosphate acceptor. AID 1012. actives 0.26% (n = 200,000). P05186. purified TNAP, CDP-star luminescence, 30 min. inhibition, % at 20 µM;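 active = tissue-nonspecific alkaline phosphatase inhibition above about 50% at 20 µM in the single-dose screen, limit read from the data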;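 note: 0% = DMSO negative control and 100% = EDTA positive control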
# Numbers without * were called inactive; x = not tested or not shown.
SMILES,RAM inhibit,DTT redox prof,TNAP inh hi DEA,HMGR II inh,L major viab,PMI activator,PMI act satM6P,Hsp70 act,S1P3 antagonist,TNAP inh no acc
CCOC(=O)c1c(-c2ccc(F)cc2)csc1NC(=O)C1CC=CCC1C(=O)O (stereo unspecified),0.1,-0.8,-6,-4,-8,0.9,0.9,-0.1,5,-6
COc1ccc(OCC(=O)Nc2ccc(NC(=O)c3cccs3)c(OC)c2)cc1,2.7,-1.3,-6,-1,2,0.9,1,-0.1,-9,-10
CC(C)C(O)(C#CCN1CCCCCC1)c1ccccc1 (stereo unspecified),2.1,0.0,-2,4,83*,1,1,-0.4,-4,-6
O=C(Nc1ccc(N=Nc2ccccc2)cc1)c1ccc(Cl)cc1Cl,2.4,-2.1,-2,1,-6,0.4,0.9,-0.3,x,-6
CCCOc1ccc(C(=O)NNC(=S)NC(=O)CC)cc1,0.1,-1.3,-2,3,95*,1.1,1.1,-0.2,x,3
CCN(CCCNC(=O)C1CCN(S(=O)(=O)c2cccc3nonc23)CC1)Cc1ccccc1,0.6,-1.3,-4,-1,-5,0.9,0.9,-0.1,x,-12
COc1ccc(CN2C(=O)CC(Cc3ccc(C)cc3)C2=O)cc1OC (stereo unspecified),-1.2,0.3,-2,0,1,1,1,-0.5,-31,5
CCCSc1cc(N2CCN(C)CC2)nc(-c2ccc(OC)cc2)n1,0.7,0.2,1,-3,25,0.9,0.9,-0.4,x,0
Cc1ccc(O)c(C(=O)c2cnc3c(c2)CN(CCC(C)C)C(=O)N3)c1,5.5,0.3,-3,-1,-4,1.2,1.1,-0.5,2,7
CCN(CC)S(=O)(=O)c1ccc(C(=O)NCCc2ccccn2)cc1,1.8,-1.0,-3,-6,-1,1,0.9,0.0,-17,-13

# In the list so far, 4 have nitrogen in an aromatic ring:
SMILES,RAM inhibit,DTT redox prof,TNAP inh hi DEA,HMGR II inh,L major viab,PMI activator,PMI act satM6P,Hsp70 act,S1P3 antagonist,TNAP inh no acc
CCN(CCCNC(=O)C1CCN(S(=O)(=O)c2cccc3nonc23)CC1)Cc1ccccc1,0.6,-1.3,-4,-1,-5,0.9,0.9,-0.1,x,-12
CCCSc1cc(N2CCN(C)CC2)nc(-c2ccc(OC)cc2)n1,0.7,0.2,1,-3,25,0.9,0.9,-0.4,x,0
Cc1ccc(O)c(C(=O)c2cnc3c(c2)CN(CCC(C)C)C(=O)N3)c1,5.5,0.3,-3,-1,-4,1.2,1.1,-0.5,2,7
CCN(CC)S(=O)(=O)c1ccc(C(=O)NCCc2ccccn2)cc1,1.8,-1.0,-3,-6,-1,1,0.9,0.0,-17,-13

# Given as tab-separated lines: part of the list above.
SMILES	RAM inhibit	DTT redox prof	TNAP inh hi DEA	HMGR II inh	L major viab	PMI activator	PMI act satM6P	Hsp70 act	S1P3 antagonist	TNAP inh no acc
COc1ccc(OCC(=O)Nc2ccc(NC(=O)c3cccs3)c(OC)c2)cc1	2.7	-1.3	-6	-1	2	0.9	1	-0.1	-9	-10
CCCSc1cc(N2CCN(C)CC2)nc(-c2ccc(OC)cc2)n1	0.7	0.2	1	-3	25	0.9	0.9	-0.4	x	0
CCOC(=O)c1c(-c2ccc(F)cc2)csc1NC(=O)C1CC=CCC1C(=O)O (stereo unspecified)	0.1	-0.8	-6	-4	-8	0.9	0.9	-0.1	5	-6

# Further compounds.
SMILES,RAM inhibit,DTT redox prof,TNAP inh hi DEA,HMGR II inh,L major viab,PMI activator,PMI act satM6P,Hsp70 act,S1P3 antagonist,TNAP inh no acc
C#CCOc1nc(OCC#C)nc(OCC#C)n1,1.8,-0.7,-6,-2,-3,1,1,0.1,-20,-14
CCc1nn(-c2cc(Oc3ccccc3)nc(-c3ccccc3)n2)c(N)c1C#N,1.6,1.0,-6,-8,-2,0.9,1,-0.3,x,-14
COCCOC(=O)C1=C(C)NC(=O)NC1c1cccs1 (stereo unspecified),-0.5,-0.2,-8,0,8,1.1,1.1,-0.6,8,1
O=C(O)c1ccc2c(c1)CC(c1ccccc1)OC2=O (stereo unspecified),2.6,2.2,x,0,-9,x,x,-0.3,-4,x
Cc1cc(OCC(=O)NC(C)C)ccc1Cl,-0.1,-0.2,-5,-1,7,1,1,-0.2,7,-10
CCCN1CCOC(CC(=O)Nc2ccc([N+](=O)[O-])cc2)C1=O (stereo unspecified),2.0,0.7,-3,-7,-3,1,0.9,-0.1,-15,-10
O=c1c(S(=O)(=O)c2ccc(Cl)cc2)cn(Cc2ccccc2)c2ccc(F)cc12,6.9,-0.2,-2,-6,91*,0.9,0.9,0.0,-4,-4
CN(CCCNC(=O)CN1C(=O)CC(C)(C)S(=O)(=O)c2ccccc21)C1CCCCC1,1.3,0.8,-8,2,1,1,1,-0.1,x,-11
O=C(c1cccs1)N1CCC(c2ccccc2)C1 (stereo unspecified),1.9,0.6,0,-6,9,0.9,0.9,0.0,-6,-8
Cc1ccc(/C=C\c2nccc3c2[nH]c2ccccc23)cc1,7.4,0.6,-3,-3,68*,0.8,0.8,-0.2,-25,-7
O=C(CN1C(=O)C2C3C=CC(C3)C2C1=O)N1CC=C(c2ccccc2)CC1 (stereo unspecified),0.8,-0.5,-3,-9,1,1,1,0.1,-25,-11
c1cncc(-c2nnc(-c3cccs3)o2)c1,1.6,2.3,1,-2,-1,1.1,1.1,0.0,x,-1
Cc1ccc(Nc2nc(N3CCOCC3)c3ccccc3n2)cc1,1.5,1.7,1,0,88*,0.9,0.9,-0.2,26,0
CC1CCN(c2nnc(N3CCC(C)CC3)c3ccccc23)CC1,0.9,-0.5,0,-7,37,1,1,-0.1,-11,-6
COc1cc(C)ccc1OCCOCCOc1ccccc1Br,-0.9,-4.0,-3,-4,1,1,1,0.0,x,-6
O=C(Cc1ccc([N+](=O)[O-])cc1)N1N=C(c2ccncc2)CC1(O)C(F)(F)F (stereo unspecified),2.0,-3.4,-4,-4,39,1.1,1.1,-0.1,-19,-9
O=C(c1ccc(S(=O)(=O)N2CCOCC2)cc1)N1CCOCC1,0.2,-1.0,-1,-3,2,1.1,1.1,-0.2,-17,-5
Cc1nc2[nH]c(=S)n(C)c(=O)c2nc1C,2.2,-0.2,-4,0,-3,1.2,1.1,0.1,3,-4
O=C(COC(=O)c1ccc(S(=O)(=O)N2CCc3ccccc3C2)cc1)NC1CCS(=O)(=O)C1 (stereo unspecified),5.3,0.0,-1,-2,-2,1.1,1,0.2,-10,-4
Cc1ccccc1NC(=S)NCCc1c[nH]c2ccccc12,0.1,-0.6,-1,-5,81*,1.2,1,-0.1,-4,8
CCOc1ccc(CNC(=O)c2ccco2)cc1,0.0,-0.2,0,-6,-1,1.1,1,-0.6,-11,-9
Cc1[nH]nc2c1C(C(C)C)C(C#N)=C(N)O2 (stereo unspecified),-0.9,0.5,-11,0,43,1.1,1,-0.2,-11,-7
O=C(NCCCCc1ccccc1)c1ccccc1Cl,-0.6,-0.7,-3,-1,-5,1.2,1.1,0.1,-5,-6
COc1ccc(NC(=O)c2nc3nccc(C)n3n2)cn1,-0.9,0.4,-3,-1,2,0.9,1,0.0,x,-10
COc1ccccc1-c1cc(C(=O)N2CCc3ccccc3C2)c2ccccc2n1,0.9,-3.6,-5,5,100*,0.9,0.9,-0.1,x,-9
CCOc1ccc(-n2c(=O)c3sccc3n(CC(=O)NCCc3ccc(OC)c(OC)c3)c2=O)cc1,-0.1,-0.2,-4,-4,-3,1.2,1.1,-0.3,-14,-6
O=c1c2cc(Cl)ccc2[nH]c(=S)n1Cc1ccco1,5.9,0.4,1,3,0,1,1.1,-0.2,x,0
Cn1nnc(NCc2cc(Br)ccc2OCc2ccccc2F)n1,3.5,7.5,1,-2,10,1,1,-0.2,-18,-10
O=C(O)c1nn2c(c1Br)NC(c1ccccc1)CC2C(F)(F)F (stereo unspecified),-0.1,-0.2,-1,3,-2,1,1,-0.2,20,-8
COc1ccc(-c2nnc3ccc(SCC(=O)NCC4CCCO4)nn23)cc1 (stereo unspecified),0.4,0.6,0,-1,15,0.9,0.9,-0.2,2,-15
O=C(NCc1ccc(N2CCCC2=O)cc1)c1cn(CCc2ccccc2)nn1,2.4,0.4,-2,-3,56*,0.9,1,-0.3,x,-8
CC1(C)CN(c2ccccc2)N(C(=O)c2ccc(C#N)cc2)C1=O,-0.5,-0.2,0,3,54*,1.1,1.1,-0.1,x,-4
CC(O)CN(Cc1ccc(Cl)cc1)CC(C)O (stereo unspecified),1.2,2.1,-4,4,-7,1.1,1.1,0.0,x,-1
COc1ccc(CCNC(=O)/C(=C/c2cccnc2)NC(=O)c2ccccc2)cc1,0.6,-0.5,-2,1,12,1,1.1,-0.3,-22,-4
CC(C)(C)N1CC(c2nc3ccccc3n2Cc2ccccc2)CC1=O (stereo unspecified),-0.5,0.5,-5,-9,1,1,1.1,-0.2,x,0
O=C(CSc1nnc(-c2ccc3c(c2)OCO3)o1)Nc1ncc(Cl)cc1Cl,0.9,0.4,4,-6,-8,0.9,1,-0.1,-4,2
Cc1cccc(NS(=O)(=O)c2cc([N+](=O)[O-])ccc2C)n1,0.8,0.6,-1,5,-3,0.9,0.9,-0.3,-9,-7
COc1ccc(Oc2coc3cc(OC(=O)N4CCOCC4)ccc3c2=O)cc1,2.8,0.8,-4,0,-2,0.9,0.9,-0.8,15,-4
O=C1CCCc2c1cc(C(=O)Nc1ccc(Cl)cn1)c(=O)n2-c1ccccc1,1.2,-0.3,-4,1,8,1.1,0.9,-0.3,2,-1
CCOC(=O)c1sc(SC)c(C(C)=O)c1C,0.4,-0.7,-3,-2,-2,1,1,-0.1,x,-9
Cc1cccc(N(CC(=O)Nc2ccc(CC#N)cc2)S(C)(=O)=O)c1,1.5,3.4,2,0,1,0.9,0.9,-0.2,-24,-5
COc1ccc(C2CC2/C(C)=N/OC(=O)C2CC2)cc1 (stereo unspecified),4.0,-1.3,-2,-2,0,1,1,0.0,6,-16
CCC(CO)N=CC1=C(O)CC(C)(C)CC1=O (stereo unspecified),1.2,0.3,-2,-1,-4,1,1,-0.1,-53,-12
CCOC(=O)NC(Nc1sc2c(c1C(=O)OC)CCN(C)C2)(C(F)(F)F)C(F)(F)F,-0.7,-3.5,-4,-4,9,1,1.1,-0.1,x,-15
Cc1ccc(C(=O)Nc2ccc3c(c2)OCO3)cc1,2.0,0.0,1,1,-1,0.9,0.9,-0.2,x,-1
COC(=O)C1=C(C)NC(C)=C(C(=O)OC)C1c1ccc(OC(=O)c2oc3ccccc3c2C)c(OC)c1,8.3,0.2,-2,-9,-1,0.9,0.7,-0.5,-12,-2
CN1CCCCCC1=NC1=C(C#N)CCCC1,1.5,1.7,2,0,-2,1,1,0.1,-6,-9
Cc1cc(NCc2ccco2)nc(N2CCC(C(=O)NC3CCCCC3)CC2)n1,2.7,-0.8,2,-1,4,0.9,0.9,0.0,8,-4

# Bioassay records: PubChem BioAssay, several laboratories

# Rows were taken by chance, and some 12% of all compounds hit somewhere here.
